MT stabilizer = microtubule stabilization, imaging screen; % tubulin-high responders, % at 10 µM; actives 0.83% (n = 200,000); HeLa tubulin immunostaining HCS, 24 h; share of cells brighter than vehicle mean+2SD; AID 2205;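 active = plate Z-score above 3 for both tubulin-high and condensed-nucleus cell shares, with cell loss under 80%, at 10 µM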;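 also: anti alpha tubulin signal scored within the nucleus-defined area of each cell; some results filed as inactive read as strong as hits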
b-catenin transl = alters nuclear translocation of beta-catenin in HeLa cells; nuclear translocation activity, % at 5 µM; AID 1665; immunofluorescence imaging; actives 0.3% (n = 190,000);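 active = nuclear translocation activity above 50% at 5 µM, with a well cell count of 50 or more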;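 also: per-cell ratio of nuclear to cytoplasmic median beta-catenin stain intensity; plate controls were DMSO negative control for no effect and GSK-3 inhibitor IX positive control for full effect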
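Technique: fluorescence imaging of beta-catenin antibody stain plus DAPI / Material: human HeLa cell line / Incubation: compound treatment 24 h, 37°C, 5% CO2 / Read-out basis: % activation of per-cell nuclear versus cytoplasmic median beta-catenin signal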
Dynein transport = blocks dynein driven cargo transport along microtubules; z-score, hits read low; AID 1381; 3617.4 mouse cells, GR-EGFP nuclear translocation imaging; test concentration mostly 20 µM; stimulated with dexamethasone, 1 µM; stronger effect = lower value; actives 0.47% (n = 220,000);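 active = plate z-score of nuclear minus cytoplasmic receptor signal below a set negative limit, without overly bright fluorescence or cell loss, cut at about -3.5 in these data, passing the limit was not always enough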;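 also: z-score of nuclear minus cytoplasmic ring GR-EGFP intensity difference per well; some compounds called inactive have numbers as strong as hits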
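Buffer or medium: Induction medium lacking tetracycline, stripped serum | Also added: Dexamethasone agonist, 1.0 µM final, for 30 min | Timing: 48 h induction, 1 h compound, 30 min dex at 37 °C | Detection: Formaldehyde fixation, Hoechst nuclear stain, 10x automated fluorescence imaging | Measure: Nuclear versus cytoplasmic GR-EGFP signal, averaged per well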
NOD2 inhibition = inhibition of NOD2-driven NF-kB reporter – cell-based, luminescence, uHTS, HEK293 (AID 1566); HEK293 NOD2/NF-kB luciferase reporter, luminescence; higher % means a stronger effect; one-dose inhibition, % at 4 µM; EC50 in µM for titrated hits; actives 0.63% (n = 290,000); in the data active = inhibition above about 50%; also: many of its hits are not listed in these tables
Autophagy HCS = modulators of autophagy; MEF GFP-LC3 puncta imaging; test concentration mostly 10 µM; calls only at 10 µM (by protocol); actives 0.98% (n = 190,000); AID 463193;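 active = percentage of spot-positive cells more than 3 SD above its plate mean, without a fluorescence outlier flag or 80% toxicity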;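 also: spot-positive cell cutoff set from DMSO-treated cells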
Hep lipid drop = hepatic lipid droplet formation modulation | AML12 mouse hepatocytes, oleate lipid droplets, BODIPY imaging | inhibition, % at 6.5 µM | actives 0.4% (n = 240,000) | AID 1656;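 active = lipid droplet intensity inhibited by at least 50%, with more than 500 cells counted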
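Material – AML12 mouse liver cells · Also added – oleate loading, 100 µM · Compound dosing – 6.5 µM single-point dosing · Times – overnight treatment with compound plus oleate · Measured by – fluorescence imaging, 20x objective, two fields per well · Read-out – percent inhibition of filter-corrected integrated lipid droplet intensity per well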
Yfh1-off respiration = mitochondrial function rescue without frataxin homolog – Friedreich's ataxia, plus single-dose screen, dose response (AID 1465). fold induction at 50 µM, or EC50 in µM where a hit was titrated. actives 0.074% (n = 220,000). S. cerevisiae Yfh1-off respiration, WST-1 reduction, 72 h; higher fold induction means a stronger effect;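 active = fold induction of absorbance versus untreated yeast above a set limit, then at least 30% activation at any dose in follow-up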;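 also: activators that raise dye reduction in frataxin-depleted yeast; strong numbers were not always called active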
WT yeast gro inh = growth inhibition of WT yeast, mitochondrial fusion screen; mitochondrial fusion phenotypic screen, WT strain; inhibition, % at 10 µM; actives 2.1% (n = 190,000); in the data active = inhibition above about 58%; tested in S. cerevisiae
Insulin prom up = MIN6 insulin promoter up-regulation | MIN6 insulin promoter-GFP reporter, high-content imaging; stronger effect = higher value | AID 1625 | actives 0.3% (n = 190,000) | z-score at 5 µM;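 active = z-score above 3 at 5 µM with at least 500 cells counted in the well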
WT yeast gro inh mutant strain = further read-out of WT yeast gro inh, marked with its call; inhibition, %; mitochondrial fusion phenotypic screen, mutant strain inhibition
Dynein transport cytoplasmic EGFP = recorded beside Dynein transport, whose call it bears; z-score; measured here: cytoplasmic GR-EGFP intensity; stronger effect = higher value
Dynein transport nuclear GR-EGFP = further read-out of Dynein transport, marked with its call; z-score; measured here: nuclear GR-EGFP intensity;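 lower value marks the stronger effect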
Dynein transport cell count = also measured in Dynein transport; calls as there; z-score; measured here: cell count per field
Insulin prom up cell count = further read-out of Insulin prom up, marked with its call; cell count; measured here: cytotoxicity, nuclei count;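 total cells summed across four imaged fields per well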
Hep lipid drop cells 6.5 µM = recorded beside Hep lipid drop, whose call it bears; cell count; measured here: cell count, cytotoxicity flag;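 cells counted across two imaged fields per well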
b-catenin transl cell count 5 µM = further read-out of b-catenin transl, marked with its call; cell count; measured here: cell count, cytotoxicity flag
MT stabilizer Hoechst-high % = second read-out of MT stabilizer, no call of its own (marks repeat the call); % Hoechst-high responders; measured here: nuclear condensation Hoechst responders;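 share of cells brighter than vehicle mean plus two SD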
MT stabilizer cytotoxicity % = second read-out of MT stabilizer, no call of its own (marks repeat the call); toxicity, %; measured here: cytotoxicity by cell density;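 0% = mean cell density of plate MIN control wells and 100% = no cells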
Autophagy HCS cell loss 18 h = further read-out of Autophagy HCS, marked with its call; toxicity, %; measured here: cell loss, nuclei count;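 cell loss after 18 h compound exposure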
* = called active by the depositor; i = inactive; nt = no result given; + = active, no number. These rows are one share of the data (hit frequency here may not be typical).

SMILES	MT stabilizer	MT stabilizer Hoechst-high %	MT stabilizer cytotoxicity %	b-catenin transl	b-catenin transl cell count 5 µM	Dynein transport	Dynein transport cytoplasmic EGFP	Dynein transport nuclear GR-EGFP	Dynein transport cell count	NOD2 inhibition	Autophagy HCS	Autophagy HCS cell loss 18 h	Hep lipid drop	Hep lipid drop cells 6.5 µM	Yfh1-off respiration	WT yeast gro inh	WT yeast gro inh mutant strain	Insulin prom up	Insulin prom up cell count
Nc1cc(-c2cccc(Br)c2)nn1Cc1ccccc1	2.8	3.2	3.2	0.4	516	1.6	-0.12	0.8	-1.2	7%	+	-13*	24	606	i	10	9	0.27	1242
CN(C)c1nc(Oc2ccc(/C=N/O)cc2)nc(N(C)C)n1	4.2	2.5	6.5	-2.0	934	0.64	-0.31	0.89	-0.22	8%	i	-3	nt	nt	i	8	13	0.66	1206
O=C(NCCc1ccccc1)c1ccncc1	6.0	3.1	16	-1.8	877	1.5	-0.06	1.4	-2.2	-20%	i	-35	nt	nt	i	5	-2	0.71	1187
O=C(CSc1ncn[nH]1)N1N=C(c2ccc(Cl)cc2)CC1c1ccco1 (stereo not drawn)	2.5	3.8	10	-0.9	1066	-1.1	-0.16	-0.58	0.85	2%	i	-1	-8	692	i	-1	-3	-0.36	1262
Nc1nnc(CC(=O)N/N=C/c2ccc([N+](=O)[O-])cc2)s1	nt	nt	nt	-0.9	1405	-0.12	-0.0076	0.76	-1.1	0%	nt	nt	10	647	i	nt	nt	0.52	1082
O=C(NCc1ccncc1)c1cccc(Cn2cc(Br)cn2)c1	5.7	3.6	6.9	3.1	1364	-0.58	-0.16	-0.093	-0.041	12%	i	15	nt	nt	i	-6	-6	-0.24	1344
Cc1ccc2[nH]c(=O)c(CN(CCCN3CCOCC3)C(=O)Nc3cccc(Cl)c3)cc2c1	2.6	2.9	5.9	0.2	976	-0.028	-0.32	1.1	0.023	31%	i	6	-14	635	i	0	-21	nt	nt
O=C(COC(=O)C1CC1)Nc1ncc(C(F)(F)F)cc1Cl	2.1	2.4	6.8	-1.7	1070	-1	-0.25	-0.78	0.84	22%	i	11	8	689	i	12	10	0.07	1309
Cc1ccccc1CN1CCSc2sccc2C1=O	3.1	1.8	6.7	-3.1	1056	0.069	-0.23	-0.11	-0.4	19%	i	2	-4	705	i	-2	7	-0.24	1339
O=C(NC1CCCCCC1)C1c2ccccc2C(=O)N1C1CC1 (stereo not drawn)	5.1	2.5	8.0	-3.4	1350	-0.43	-0.21	-0.094	0.72	1%	i	10	nt	nt	i	-5	-8	0.16	1463
CSc1cccc(CNC(=O)CC2C(=O)NCCN2CC(C)(C)C)c1 (stereo not drawn)	5.0	1.7	5.5	1.7	981	1.9	-0.29	0.66	-0.73	-13%	i	12	-15	692	i	9	12	-0.42	1499
O=C(CSc1nnc(NC(=O)C2CCCCC2)s1)NCc1ccco1	1.5	1.9	11	-1.0	1030	-0.034	-0.31	-0.041	0.6	-8%	i	-39	11	727	i	-15	6	-0.57	1231
COc1ccccc1NC(=O)N(Cc1cccs1)Cc1cc2cc3c(cc2[nH]c1=O)OCO3	6.2	41	22	0.0	949	-1.1	-0.29	-0.92	0.76	9%	i	-14	-32	616	i	1	-9	-0.67	2204
Cc1ccc(S(=O)(=O)N2CCN(C(=O)N(c3ccccc3)c3ccccc3)CC2)cc1	2.4	1.7	5.5	-1.0	1213	-0.36	-0.17	0.14	0.12	3%	i	-1	-6	767	i	15	6	nt	nt
Cc1ccc(S(=O)(=O)NC(=O)c2ccc(Br)o2)c(C)c1	2.1	1.2	2.7	nt	nt	-0.21	-0.2	0.26	0.62	12%	i	8	nt	nt	i	-7	-9	0.29	1361
C=CC[C@H]1CC(Cc2ccccc2)=C[C@H](CC=C)N1	26	2.8	7.0	nt	nt	-0.0048	0.018	0.18	0.1	-3%	i	6	2	646	i	7	0	1.5	1426
CCn1c(SCC(=O)Nc2ccccc2N2CCOCC2)nnc1-c1ccccc1O	4.3	1.6	2.2	0.8	1007	0.74	-0.17	0.4	0.48	2%	i	41	0	683	i	3	6	-0.39	1750
CC(C(=O)NCc1ccco1)n1cc(C(=O)c2ccco2)c2ccccc21 (stereo not drawn)	1.3	1.7	6.3	0.6	1162	-0.29	-0.038	0.068	0.32	-15%	i	11	-7	726	i	-9	0	-0.47	1227
N#Cc1cccc(NC(=O)COC(=O)c2ccccc2Sc2ccccc2C#N)c1	3.8	3.4	6.7	-0.4	1121	-0.6	-0.29	-0.45	0.6	15%	i	10	16	667	i	3	-14	-0.15	1523
C/C(=C1\SC(N2CCOCC2)=NC1=O)c1ccc(C)cc1	2.2	2.7	5.9	0.4	1397	-0.39	-0.0046	-0.12	0.89	4%	i	5	nt	nt	i	6	14	0.89	1204
CCOc1cc(N2CCOCC2)c(OCC)cc1NC(=O)CN1CCC(Cc2ccccc2)CC1	1.3	1.9	8.6	-2.0	1148	-0.19	-0.26	-0.087	0.21	16%	i	5	-3	685	i	57	29	-0.5	1360
N#Cc1cnn(-c2nc3sc4c(c3c(=O)[nH]2)CCCC4)c1N	3.9	1.2	0.6	-0.8	1025	-0.17	0.27	-0.14	0.039	-1%	i	30	-22	556	nt	-9	28	-0.29	1870
COC(=O)c1c(C)oc(C)c1S(=O)(=O)NCc1ccco1	nt	nt	nt	-1.7	1102	0.76	-0.26	0.25	0.21	18%	nt	nt	-18	705	i	nt	nt	nt	nt
Cc1ccc(-n2ncc3ccccc3c2=O)cc1Cl	2.6	2.1	5.6	-2.4	1105	-0.62	0.0015	-0.14	0.29	-102%	i	-14	-16	699	i	-10	12	-0.48	1278
O=C(/C=C/c1cccnc1)c1ccccc1O	nt	nt	nt	-0.8	1239	-3.5	0.25	-1.3	-0.26	10%	nt	nt	9	642	i	nt	nt	-0.77	1064
CC(C)NC(=O)Cn1c(=O)c2c(ncn2Cc2ccccc2)n(Cc2ccccc2)c1=O	1.8	1.3	6.4	-0.3	1194	0.24	0.033	0.65	-0.14	22%	i	-5	-3	702	i	-1	0	-0.98	787
Cc1c(N2C(=O)c3ccc(Br)cc3C2=O)c(=O)n(-c2ccccc2)n1C	4.7	1.9	6.1	-1.5	1259	-0.034	-0.23	-0.8	1.1	21%	i	-4	nt	nt	i	6	-1	-0.14	1632
Cc1cc(C)n2nc(C(=O)N/N=C/c3ccccc3C)nc2n1	nt	nt	nt	0.4	1415	-0.088	-0.19	0.081	-0.06	-25%	nt	nt	11	776	i	nt	nt	-0.1	994
O=C(NC1CC1)C1=C[C@@H](c2coc3ccccc3c2=O)C[C@@H](OCCCCO)O1	nt	nt	nt	0.1	1353	-0.19	-0.8	0.063	0.059	18%	nt	nt	18	615	i	nt	nt	-0.27	1090
Cc1cc(=O)oc(C)c1C(=O)Nc1c(C)n(C)n(-c2ccccc2)c1=O	2.5	1.7	4.9	-1.6	1399	-0.17	-0.19	0.7	0.46	14%	i	-27	nt	nt	i	2	-6	0.18	1723
COC(=O)c1cccc(NC(=O)Cn2nnc3ccccc32)c1	5.9	1.7	4.7	0.1	1183	-0.033	-0.027	0.51	-0.78	20%	i	0	nt	nt	i	-1	-16	0.74	1004
NC(=O)C1CCN(C(=O)Nc2csc3ccccc23)CC1	nt	nt	nt	0.3	1320	1.2	-0.26	0.54	-0.85	-13%	nt	nt	-10	627	i	nt	nt	0.65	1006
O=C(O)CCC(=O)Nc1ccc(Br)cc1C(=O)c1ccccc1	nt	nt	nt	0.4	1312	0.79	-0.24	0.97	-1.2	10%	nt	nt	-1	664	i	nt	nt	0.16	1012
CCOC(=O)C1(Cc2ccccc2C(F)(F)F)CCN(C(C)CSC)CC1 (stereo not drawn)	3.1	2.2	6.0	1.5	1026	-0.017	0.12	0.54	0.017	11%	i	4	-4	719	i	-6	6	nt	nt
CC(C)[C@H](CO)Nc1nc(Nc2ccc(Cl)c(C(=O)O)c2)c2ncn(C(C)C)c2n1	nt	nt	nt	-0.6	1344	1.2	-0.79	0.72	-0.27	4%	nt	nt	1	674	i	nt	nt	0.71	818
CCOc1ccc(C(=O)N/N=C(/C)C2C(=O)c3ccccc3C2=O)cc1	4.5	2.4	7.9	2.1	596	-0.35	-0.13	-0.25	-0.86	11%	i	8	2	602	i	0	-25	-0.14	1187
Cc1cc(NS(=O)(=O)c2ccc(Nc3nc(-c4ccc(C)c(C)c4)cs3)cc2)no1	3.4	1.7	4.0	1.2	872	3	-0.18	1.1	-1.4	-50%	i	4	15	540	i	22	4	-0.02	1273
